GRK2 inh: blocks RNA aptamer binding to human GRK2 | bead flow cytometry, FAM-aptamer displacement from GRK2 | inhibition of aptamer binding, % at 10 µM | actives 0.59% (n = 330,000);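 active means inhibition of aptamer binding above 40%, roughly 3 SD of noise, on plates passing a quality check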;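 further: median bead fluorescence of bound FAM aptamer so fluorescent compounds give negative values; no value below 0 was filed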
CIT2 TOR yeast: yeast TOR pathway CIT2-GFP modulation. S. cerevisiae CIT2-GFP strain, flow cytometry, 3 h; 100 means same as DMSO wells. GFP response vs DMSO, % at 10 µM. actives 0.065% (n = 320,000). AID 2029;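 active means GFP response relative to DMSO above a set limit, near the screen mean plus 3 SD, cut at about 150% in these data; inconclusive means Fewer than 70 cells measured for a yeast strain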;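 further: ratio of well median GFP fluorescence to mean of DMSO wells on the plate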
AGP1-GFP MLPCN: yeast TOR pathway AGP1-GFP modulation | S. cerevisiae AGP1-GFP multiplex flow cytometry, 3 h; GFP as percent of DMSO wells | GFP response vs DMSO, % at 10 µM | actives 0.02% (n = 320,000) | AID 2066;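 active means GFP response relative to DMSO above a set limit, near screen average plus 3 SD, cut at about 150% in these data; inconclusive means fewer than 70 cells counted for the yeast strain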;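 further: median GFP channel fluorescence of the gated AGP1 strain per well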
LAP4-GFP MLPCN: alters LAP4-GFP fluorescence in TOR pathway yeast screen. GFP response vs DMSO, % at 10 µM. actives 0.34% (n = 320,000). AID 2023. S. cerevisiae LAP4-GFP multiplex, flow cytometry GFP, 3 h; median GFP as percent of DMSO wells;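 active means GFP response vs DMSO above a set limit, about the screen mean plus 3 SD, cut at about 150% in these data; inconclusive means under 70 cell events counted for the yeast strain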
CR mimetic SO: caloric restriction mimetics inhibiting age-related superoxide in yeast | S. cerevisiae aged cells, superoxide DHE fluorescence; stronger effect = lower value | superoxide response (% of plate mean), % at 10 µM | actives 0.18% (n = 330,000);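 active means superoxide response under a set limit, about three screen SD below normal, cut at about 65% in these data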;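 further: yeast aged for seven days with compound at 30 °C before DHE staining; 100% = average MFI of all compound-treated wells on the plate with controls excluded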
VLA-4 inh: inhibition in a human VLA-4 binding assay | P13612 | VLA-4 expressing cells, ligand binding flow cytometry | inhibition, % (about 7 µM as worked out from the volumes in the protocol) | actives 0.2% (n = 330,000) | AID 2557; in the data active means inhibition above about 50%
Target sequence (P13612 whole entry, looked up): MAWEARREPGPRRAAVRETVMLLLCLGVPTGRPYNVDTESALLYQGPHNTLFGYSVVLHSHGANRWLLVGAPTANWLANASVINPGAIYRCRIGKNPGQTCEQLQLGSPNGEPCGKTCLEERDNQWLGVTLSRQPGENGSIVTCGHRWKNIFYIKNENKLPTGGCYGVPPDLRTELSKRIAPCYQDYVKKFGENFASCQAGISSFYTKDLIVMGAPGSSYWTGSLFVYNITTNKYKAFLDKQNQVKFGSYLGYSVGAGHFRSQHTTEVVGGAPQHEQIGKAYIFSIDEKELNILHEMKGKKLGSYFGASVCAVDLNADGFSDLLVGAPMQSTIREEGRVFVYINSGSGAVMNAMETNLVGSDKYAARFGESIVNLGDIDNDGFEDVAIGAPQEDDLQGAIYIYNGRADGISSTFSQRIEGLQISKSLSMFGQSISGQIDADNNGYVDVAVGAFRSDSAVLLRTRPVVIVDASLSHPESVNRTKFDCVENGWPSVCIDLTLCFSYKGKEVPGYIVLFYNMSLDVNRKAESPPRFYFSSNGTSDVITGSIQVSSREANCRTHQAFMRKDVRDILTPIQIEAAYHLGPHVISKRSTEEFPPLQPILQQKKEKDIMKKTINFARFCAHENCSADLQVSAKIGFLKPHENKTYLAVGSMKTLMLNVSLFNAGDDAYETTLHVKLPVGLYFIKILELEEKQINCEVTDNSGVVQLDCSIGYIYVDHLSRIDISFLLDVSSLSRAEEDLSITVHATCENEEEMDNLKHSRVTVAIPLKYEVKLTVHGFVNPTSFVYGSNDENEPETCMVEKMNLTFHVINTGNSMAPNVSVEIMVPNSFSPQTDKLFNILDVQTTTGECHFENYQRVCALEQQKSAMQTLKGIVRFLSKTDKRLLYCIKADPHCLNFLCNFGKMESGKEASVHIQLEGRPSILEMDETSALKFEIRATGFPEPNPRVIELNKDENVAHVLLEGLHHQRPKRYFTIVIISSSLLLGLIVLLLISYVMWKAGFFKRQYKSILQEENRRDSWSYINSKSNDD
MEP2-GFP yeast: alters MEP2-GFP fluorescence in TOR pathway yeast screen | S. cerevisiae MEP2-GFP strain, flow cytometry GFP, 3 h; 100% = DMSO control level | GFP response vs DMSO, % at 10 µM | actives 0.51% (n = 330,000) | AID 2016;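 active means GFP response versus DMSO above a set limit, roughly screen mean plus 3 SD, cut at about 180% in these data; inconclusive means fewer than 70 cells counted for a yeast strain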;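 further: median GFP fluorescence of the barcode-gated MEP2-GFP cells per well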
RPL19A TOR yeast: alters RPL19A-GFP fluorescence in TOR pathway yeast screen. S. cerevisiae RPL19A-GFP strain, flow cytometry, 3 h; stronger effect = lower value. percent response vs DMSO, % at 10 µM. actives 0.3% (n = 330,000);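 active means percent response vs DMSO below 50%; inconclusive means fewer than 70 events counted for the yeast strain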;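 further: median channel GFP fluorescence of the barcoded RPL19A-GFP strain; ratio of sample median GFP to plate DMSO average so 100% = DMSO; lower means less RPL19A-GFP as with rapamycin TOR inhibition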
Starred values were filed as active, the others as inactive; ? = inconclusive; · = no result given; [ ] = another dose, or the depositor's remark.

SMILES	GRK2 inh	CIT2 TOR yeast	AGP1-GFP MLPCN	LAP4-GFP MLPCN	CR mimetic SO	VLA-4 inh	MEP2-GFP yeast	RPL19A TOR yeast
Cc1ccc(OP(=O)(Nc2c(C)n(C)n(-c3ccccc3)c2=O)Oc2ccc(C)cc2)cc1	1	104	103	92	98	13	109	107
Cc1ccc(C2(CC(=O)Nc3nccs3)CCOC(C(C)C)C2)cc1 (stereo unspecified)	0	93	96	88	104	2	105	98
NNC(=O)Cn1c(-c2nonc2N)nc2ccccc21	4	96	100	96	98	10	94	94
O=C(O)c1nc(N2CCCCC2)ncc1Cl	8	99	95	92	108	-29	87	94
CCC(C)(C)n1nnnc1C(C(C)C)N1CCSCC1 (stereo unspecified)	2	109	109	102	91	14	107	99
NNc1ncnc2sc3c(c12)CCC3	2	98	91	113	101	0	96	94
COc1ccccc1C(=O)NNC(=O)C1CCN(C(=O)OC(C)(C)C)CC1	1	110	113	100	92	21	104	105
Cc1nnsc1C(=O)Nc1ccccc1	0	101	97	107	97	-6	116	108
CCN1CCN(C(=S)NCCc2ccccc2)CC1	0	97	106	97	102	8	102	101
COc1ccc(CN2CCC(C(=O)N3CCN(c4ccccc4F)CC3)CC2)cc1OC	0	93	92	92	100	11	94	92
CC(=O)n1cc([C@H]2C=C(C(N)=O)O[C@@H](OCc3ccc(CO)cc3)C2)c2ccccc21	0	95	88	108	108	-13	90	95
CC(=O)c1cccc(NC(=O)N2CCCC2C(=O)Nc2cc(C)ccc2C)c1 (stereo unspecified)	0	105	106	101	102	3	108	105
Cc1ccc(-c2nnc(SCC(C)C)n2C)cc1	3	98	101	104	109	24	95	96
COc1ccc(S(=O)(=O)N2CCNCC2)cc1	0	102	102	99	102	16	101	99
CCn1c(SCC(O)c2ccccc2)nnc1-c1ccccc1 (stereo unspecified)	2	100	95	89	93	13	82	95
CC[C@@H]1C=C(C(=O)O)[C@H](c2ccc(F)cc2)N1S(=O)(=O)c1ccc(C)cc1	2	82	88	86	126	25	80	85
O=C(NCC(c1cccnc1)N1CCN(c2ccccc2)CC1)C1CCCCC1 (stereo unspecified)	0	103	105	103	95	3	99	104
O=C(c1ccccc1)c1ccc2nc[nH]c2c1	1	99	103	98	99	11	101	97
COc1cc(/C=N/NC(=O)c2cc(C34CC5CC(CC(C5)C3)C4)[nH]n2)ccc1O	0	110	105	82	111	0	105	99
CCOC(=O)Cc1csc(NC(=O)CN2C(=O)c3ccccc3C2=O)n1	0	90	78	108	84	0	135	88
COc1ccc2nc(N/C(N)=N/S(C)(=O)=O)nc(C)c2c1	0	82	105	95	91	-1	92	99
C=CCN(CC=C)S(=O)(=O)c1ccc(C(=O)Nc2nnc(COC)o2)cc1	0	96	98	94	86	4	94	100
COc1cccc(NC(=O)CN2CCN(S(=O)(=O)c3ccc(C(C)C)cc3)CC2)c1	1	?	?	76[may fluoresce violet]	90	13	119[may fluoresce violet]	40*[may fluoresce violet]
COC(=O)CCC(C)N1CCC(Oc2ccc(C(=O)N3CCCC3)cc2)CC1 (stereo unspecified)	0	100	101	103	95	0	99	101
Cc1cccc2nc(C(F)(F)F)nc(=O)n12	1	101	104	93	89	30	101	97
O=C(CSc1nnc(Cn2c(=O)sc3ccccc32)n1-c1ccccc1)NCC1CCCO1 (stereo unspecified)	0	100	100	97	93	23	94	97
CC1CCCCN1C(=O)c1cc(S(=O)(=O)N2CCOCC2)ccc1Cl (stereo unspecified)	0	86	104	103	87	12	97	98
C[C@H]1COC(=O)[C@H](Cc2ccc(F)cc2)C/C=C\C[C@H](CC(=O)N(CCO)Cc2ccccc2)C(=O)N1	3	88	95	99	97	113*	100	96
CN(c1ccc(C(=O)NCc2ccc3c(c2)OCO3)cc1)S(C)(=O)=O	0	?	27[may fluoresce violet]	96[may fluoresce violet]	121	10	137[may fluoresce violet]	74[may fluoresce violet]
O=C(Nc1nc(-c2nc3ccccc3s2)cs1)c1ccco1	0	89	102	103	112	78*	118	104
CC(=O)Nc1ccc(S(=O)(=O)NCCc2c[nH]c3ccc(C)cc23)cc1	2	96	93	93	104	9	108	93
N#CC1=C(N)N(c2ccccc2)C(c2cccc([N+](=O)[O-])c2)C1(C#N)C#N (stereo unspecified)	0	98	101	107	109	8	108	97
Clc1ccc(-c2noc(/C=C/c3ccccc3)n2)cc1	0	116	113	104	94	-5	92	98
Cc1cc2c(c(=O)n1CCN(C)C)C(c1ccc(Cl)cc1)C(C#N)=C(N)O2 (stereo unspecified)	0	115	102	105	101	-3	104	103
O=C(NCCCl)Nc1cccnc1Cl	0	103	99	101	107	2	100	98
CCOC(=O)COc1ccc2c(c1)C(=O)CC(C)(C)O2	0	109	103	99	103	-8	95	99
Cc1ccc(NCc2nnc(SC(C)C(=O)N/N=C/c3ccc(C)o3)n2-c2ccccc2)cc1 (stereo unspecified)	1	109	107	112	88	-9	114	107
CN(C)Cc1c(C(=O)N/N=C/CCc2ccccc2)nnn1-c1nonc1N	0	93	97	95	87	7	99	101
CCS(=O)(=O)N1CCC2(CC1)OCCN2S(=O)(=O)c1ccc(C)cc1	0	96	105	90	97	9	100	94
CCOC(=O)c1sc2nc3n(c(=O)c2c1C)CCC(C)CC3 (stereo unspecified)	0	94	95	103	121	0	99	97
CC1CCCC(C)N1S(=O)(=O)c1ccc(Cl)cc1 (stereo unspecified)	33	98	100	96	98	3	103	100
COc1ccc(Cn2c(=O)sc3ccccc32)cc1OC	1	97	101	105	92	13	99	102
C/C(=N\N=C1\NC(=O)C(CC(=O)O)S1)c1ccccn1 (stereo unspecified)	1	99	96	103	89	3	97	97
Cc1ccc2nc(SCC(=O)Nc3ccc4c(c3)OCO4)nc(=O)n2c1	2	97	109	104	91	-4	97	105
CC1(c2ccccc2Cl)NC(=O)N(CC(=O)N2CCc3ccccc32)C1=O (stereo unspecified)	7	110	103	98	106	18	108	100
Cc1ccc(NC(=O)C(C)Sc2nnc(C)n2C)cc1 (stereo unspecified)	0	109	106	95	99	5	124	114
O=C(CCSCc1ccccc1Cl)NCc1cccs1	1	88	94	99	82	2	99	97
CCc1ccc(N2CC(C(=O)Nc3ccc(S(=O)(=O)NCC4CCCO4)cc3)CC2=O)cc1 (stereo unspecified)	0	95	94	93	96	-28	85	95
Cc1cc(C)n(Cc2cccc(F)c2)c(=O)c1C#N	1	97	101	97	82	-3	107	96
COC(=O)[C@]1(C)N[C@H](CN(C)S(=O)(=O)c2ccc(OC(F)(F)F)cc2)[C@@H]2C(=O)N(C)C(=O)[C@@H]21	5	104	110	104	131	11	101	104
COc1cccc(-c2csc(N3CCN(CC(=O)NNC(=O)c4ccc(Cl)cc4)CC3)n2)c1	0	94	100	95	116	10	100	97
COc1cccc(CN2CC(C(=O)N3CCCCCCC3)CCC2=O)c1 (stereo unspecified)	4	98	101	91	99	2	98	97
COCCCNC(=O)c1c(N)n(/N=C/c2cccs2)c2nc3ccccc3nc12	26	·	93	90	108	4	104	97
CN1CCN(c2ccc(CNS(=O)(=O)c3ccccc3)cc2)CC1	1	93	111	111	107	6	98	103
CCOc1cc(/C=N/NC(=O)COc2cccc(C)c2)ccc1OC(=O)c1cccs1	2	106	103	102	103	-6	94	101
COC(=O)c1ccccc1NC(=S)NC(=O)COc1ccc(C(C)C)cc1	0	91	95	88	100	-3	97	93
CN(C)C(=O)c1cn(N(C)c2ncc(C(F)(F)F)cc2Cl)c(=O)c2ccccc12	0	98	105	97	104	7	96	95
O=C(Nc1ccc(N2CCOCC2)cc1)c1ccc(Cl)c(S(=O)(=O)N2CCCCC2)c1	0	95	92	94	114	8	91	94
O=C(NCCNC(=O)c1ccc(F)cc1)c1ccc(F)cc1	0	81	91	93	107	-1	94	96
CC(=O)c1ccc(NC(=S)N2C(C)CCCC2C)cc1 (stereo unspecified)	1	85	89	88	95	14	87	88

Looked up by structure from the list above:
SMILES	GRK2 inh	CIT2 TOR yeast	AGP1-GFP MLPCN	LAP4-GFP MLPCN	CR mimetic SO	VLA-4 inh	MEP2-GFP yeast	RPL19A TOR yeast
Cc1ccc2nc(SCC(=O)Nc3ccc4c(c3)OCO4)nc(=O)n2c1	2	97	109	104	91	-4	97	105
C/C(=N\N=C1\NC(=O)C(CC(=O)O)S1)c1ccccn1 (stereo unspecified)	1	99	96	103	89	3	97	97
COC(=O)[C@]1(C)N[C@H](CN(C)S(=O)(=O)c2ccc(OC(F)(F)F)cc2)[C@@H]2C(=O)N(C)C(=O)[C@@H]21	5	104	110	104	131	11	101	104
CCc1ccc(N2CC(C(=O)Nc3ccc(S(=O)(=O)NCC4CCCO4)cc3)CC2=O)cc1 (stereo unspecified)	0	95	94	93	96	-28	85	95

Further results
SMILES	GRK2 inh	CIT2 TOR yeast	AGP1-GFP MLPCN	LAP4-GFP MLPCN	CR mimetic SO	VLA-4 inh	MEP2-GFP yeast	RPL19A TOR yeast
CCOc1ccc(NC(=O)COC(=O)C2C3CC4OC(=O)C2C4C3)cc1 (stereo unspecified)	2	88	92	105	118	2	110	100
COc1ccc(-c2cc(C3CCN(c4ncccc4[N+](=O)[O-])CC3)[nH]n2)cc1	0	86	99	120	117	-1	102	91
O=C(NC1CC2CCCC(C1)N2Cc1ccccc1)C1CCCCC1 (stereo unspecified)	1	98	106	98	102	-2	96	95
N#Cc1c(-c2ccc(F)cc2)cc(-c2cccs2)nc1SCC(=O)O	2	99	97	106	111	0	103	97
CN(C)/C=C(\C(=O)c1cccc(Cl)c1)c1nnnn1-c1ccccc1	0	96	110	107	101	7	92	100
C[n+]1ccccc1/C=C/c1ccc2ncccc2c1	2	107	106	104	98	7	117	111
O=C(Cc1cccs1)Nc1nnc(-c2ccncc2)s1	0	102	100	107	148	2	106	101
C(=N\Nc1nc(N2CCOCC2)nc(N2CCOCC2)n1)/c1ccco1	6	95	97	98	91	2	104	96
CN(c1ccccc1)S(=O)(=O)c1ccc(C(=O)N2CCN(c3ccccc3F)CC2)cc1	4	106	94	97	93	-2	97	100
COCCCNC(=O)c1cn(CC(C)C)c(=O)c2c1c1ccccc1n2C	1	99	108	103	96	3	99	102
CCC(C)C(NC(=O)OCc1ccccc1)C(=O)OCN1C(=O)c2ccccc2C1=O (stereo unspecified)	5	·	105	83	90	-9	99	102
S=C(NC1CCCCC1)N1CCn2cccc2C1c1cccnc1 (stereo unspecified)	0	89	86	90	108	-6	92	94
CCOC(=O)C1=C(C)N(CCCCCC(=O)O)C(=O)NC1c1ccc(Br)cc1 (stereo unspecified)	5	101	102	97	111	-4	94	99
CCc1nnc(NS(=O)(=O)c2ccc(NC(=S)NC(=O)/C=C/c3ccc(OC)cc3)cc2)s1	0	99	105	92	103	2	111	99
CC(C)COC(=O)c1ccc(N2C(=O)c3ccccc3C2=O)cc1	3	96	98	103	100	8	101	95
CCCN1CCN(C(=O)Cn2ncc3ccccc32)CC1	3	103	106	99	100	34	109	103
O=C1/C(=C/c2ccc(Cl)cc2)SC(=S)N1CCC(=O)N1CCCCC1CCO (stereo unspecified)	0	?	?	?	109	24	?	?
COc1cc(NC(=O)CCNC(=O)Cn2ccc3ccccc3c2=O)cc(OC)c1OC	0	101	104	111	90	2	102	102
COCCN(C(=O)COC(=O)Cc1ccc(Cl)cc1Cl)c1c(N)n(Cc2ccccc2)c(=O)[nH]c1=O	0	98	101	105	96	-4	103	92
